Epigenetic reg: epigenetic control regulation, reporter derepression; Potency, µM (series often up to 53.9 µM), inactives show top-dose GFP activation, usual class: activators; 280,000 compounds, 0.2% hits; murine LDR cells, GFP reporter derepression, 30 h; note: potency is the fitted concentration of half-maximal effect; % of control where 0% means no effect; nearly all actives have a fitted effect of over 60% in size
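Derepression of a silenced CMV-GFP reporter in murine LDR cells is scored by enumerating GFP-positive cells with a laser-scanning microplate cytometer after 30 hours of treatment at 37 C.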
Luc counter: counter-screen: inhibitors of Kinase-Glo firefly luciferase; Q27757; Kinase-Glo luciferase, ATP luminescence, 8 min; Potency, µM (highest dose often 38.3 µM), for inactives: at the top dose activity change, negative = inhibition, hits mostly inhibitors; 200,000 compounds, 0.28% hits; note: potency is the fitted concentration of half-maximal effect; % is set by controls: 0 for no effect and ±100 for the full control effect; nearly all actives have a fitted effect of over 60% in size
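Substrate mix (final 50 mM imidazole pH 7.2, 50 mM KCl, 7 mM MgCl2, 10 uM ATP, 0.01% Tween 20, 0.05% BSA) plus pin-tool compound, then Kinase-Glo detection mix; 8 min ambient, luminescence read.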
NPSR antag: blocks cAMP signaling of the human neuropeptide S receptor; Q6W5P4; Potency, µM (titrated, usually from 38.3 µM), without a hit: at the highest dose activity change, negative = inhibition, most hits filed as inhibitors; AID 1461; 220,000 compounds, 1% hits; CHO-NPSR cells, cAMP TR-FRET, antagonist mode; note: potency is the fitted concentration of half-maximal effect; % is set by controls: 0 for no effect and ±100 for the full control effect; nearly all actives have a fitted effect of over 50% in size; many of its hits are not listed in these tables
Target sequence (Q6W5P4 whole entry, looked up): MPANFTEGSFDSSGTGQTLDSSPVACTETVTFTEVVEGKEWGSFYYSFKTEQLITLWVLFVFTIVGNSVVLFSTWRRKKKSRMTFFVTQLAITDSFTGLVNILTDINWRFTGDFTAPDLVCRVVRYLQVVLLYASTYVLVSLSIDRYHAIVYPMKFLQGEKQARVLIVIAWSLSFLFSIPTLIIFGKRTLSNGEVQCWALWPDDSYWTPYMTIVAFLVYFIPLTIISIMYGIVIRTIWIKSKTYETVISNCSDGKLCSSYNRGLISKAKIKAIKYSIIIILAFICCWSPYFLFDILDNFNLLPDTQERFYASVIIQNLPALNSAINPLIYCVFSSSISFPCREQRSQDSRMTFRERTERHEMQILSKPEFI
IMPase Li inh: IMPase inhibition in cells with lithium potentiation; CHO-M1 cells, IP1 TR-FRET (IP-One), carbachol + lithium; Potency, µM (doses to about 59.4 µM), for the others: top-dose activity, negative = IMPase inhibition, hits mostly inhibitors; 210,000 compounds, 0.35% hits; AID 1457;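 note: IP1 builds up when IMPase is blocked and the TR-FRET signal falls; potency is the fitted concentration of half-maximal effect; plate controls were basal vehicle for no effect and high inhibitor control for full effect; nearly all actives have a fitted effect of over 50% in size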
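Readout is a homogeneous TR-FRET IP1 immunoassay (Ex 320, Em 665 and 620), where raised cytosolic IP1 lowers signal. Cells were CHO-M1 treated 30 min at 37C with test compounds plus a little lithium; AC50 values came from Hill-equation fitting.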
HttQ103 aggreg: mutant huntingtin aggregation inhibition; PC12 HttQ103-GFP aggregates, Acumen cytometry, 40 h; Potency, µM (titrated, usually from 46.1 µM), without a hit: at the top dose activity change, negative = inhibition, usual class: inhibitors; 220,000 compounds, 1.1% hits; note: potency is the fitted concentration of half-maximal effect; % is set by controls: 0 for no effect and ±100 for the full control effect; nearly all actives have a fitted effect of over 60% in size
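PC12 cells stably carrying ecdysone-inducible HTT exon 1 Q103–GFP were induced with tebufenozide (100 nM final) and treated with library compounds in titration. GFP aggregates in lysates were counted by laser scanning cytometry.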
CBFb RUNX1 block: CBF-beta/RUNX1 interaction disruption; Q01196+Q13951; AlphaScreen CBFb-His/RUNX1-biotin binding, biochemical; Potency, µM (doses to about 59.8 µM), inactives show at the highest dose activity, negative = inhibition, usual class: inhibitors; 230,000 tested, under 10 active; AID 1477; note: % of control where 0% means no effect
Target sequence (Q01196 whole entry, looked up): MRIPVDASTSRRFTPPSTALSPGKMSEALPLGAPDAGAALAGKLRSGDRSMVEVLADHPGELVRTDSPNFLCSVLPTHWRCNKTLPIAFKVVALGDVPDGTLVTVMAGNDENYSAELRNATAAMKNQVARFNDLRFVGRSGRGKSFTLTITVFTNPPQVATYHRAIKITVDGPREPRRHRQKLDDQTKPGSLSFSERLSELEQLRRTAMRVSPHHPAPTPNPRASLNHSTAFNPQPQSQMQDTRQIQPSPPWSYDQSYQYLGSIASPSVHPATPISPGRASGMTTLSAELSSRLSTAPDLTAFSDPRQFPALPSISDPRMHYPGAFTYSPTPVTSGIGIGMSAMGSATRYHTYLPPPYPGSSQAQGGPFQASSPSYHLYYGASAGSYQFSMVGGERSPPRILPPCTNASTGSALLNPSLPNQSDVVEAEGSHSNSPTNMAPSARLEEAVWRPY
Target sequence (Q13951 whole entry, looked up): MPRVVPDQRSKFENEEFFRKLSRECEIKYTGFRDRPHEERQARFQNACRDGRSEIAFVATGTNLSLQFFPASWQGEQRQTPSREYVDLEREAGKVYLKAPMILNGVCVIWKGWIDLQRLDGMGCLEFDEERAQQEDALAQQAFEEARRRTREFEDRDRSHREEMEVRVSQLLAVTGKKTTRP
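Interaction loss through any mechanism counts as activity. Pre-formed complex of His-CBF-beta and biotin-RUNX1 (30 nM apiece) is incubated with compound 15 min, then with 50 ng nickel and 50 ng streptavidin beads for 90 min before AlphaScreen detection.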
L3MBTL1 inh: L3MBTL1 (human) inhibition | AlphaScreen L3MBTL1–H3K9me1 peptide binding | Potency, µM (top dose mostly 57.1 µM), for the others: at the highest dose activity, negative = inhibition, actives largely listed as inhibitors | 230,000 compounds, 0.66% hits | AID 485360; note: potency is the fitted concentration of half-maximal effect; % is set by controls: 0 for no effect and ±100 for the full control effect; nearly all actives have a fitted effect of over 60% in size
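L3MBTL1 50 nM + b-AHA-H3(1-15)K9me1 75 nM, 30 min RT; compound added, 30 min RT; streptavidin donor/Ni-chelate acceptor beads 10 ug/mL each final, 30 min RT dark; AlphaScreen read.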
The depositor's hits bear a star; ? = inconclusive; . = not tested or not shown; & = joins results of further samples; [ ] = dose if it differs, or a comment. Calls come from the whole dose curve; as a rule, active = well fitted curve in the direction sought with a large enough effect; inconclusive = small, poorly fitted or top-dose-only effect, or another doubt; inactive = no such curve, though single readings can be large; an effect the other way counts as inactive or inconclusive.

| item | smiles | Epigenetic reg | Luc counter | NPSR antag | IMPase Li inh |
| --- | --- | --- | --- | --- | --- |
| 1 | C=CCn1c(SCc2nc(N)nc(N(C)C)n2)nnc1-c1cccnc1 | -1.9% | -6% | -1%[46.1 µM] | -1%[38.3 µM] |
| 2 | O=C1NN(c2ccccc2)C(=O)/C1=C\c1ccc(-c2cc([N+](=O)[O-])ccc2O)o1 | 13% | -27% | 18% | 16% |
| 3 | CCCc1sc(N)nc1-c1ccc(C)cc1 | -7.4% | -3% | -38% | 6% |
| 4 | CCN(CC)S(=O)(=O)c1csc(C(=O)OCC(=O)c2ccccc2)c1 | 0.0% | 1% | -1%[46.1 µM] | 11% |
| 5 | OCCC1CN(Cc2cc(F)ccc2-n2cccn2)CCN1C1CCCC1 (stereo unspecified) | -1.1% | . | 13% | . |
| 6 | Cc1ccc(C)c(-n2nnnc2SCC(=O)c2ccc3c(c2)NC(=O)CO3)c1 | 3.6% | 2% | -27%[46.1 µM] | ? |
| 7 | CC(=O)NC1=NN(C(C)=O)C(C)(c2ccccn2)S1 (stereo unspecified) | ? | 3% | 2% | 3% |
| 8 | NC[C@H]1O[C@H](O[C@H]2[C@H](O)[C@@H](O[C@H]3O[C@H](CO)[C@@H](O)[C@H](N)[C@H]3O)[C@H](N)C[C@@H]2N)[C@H](N)C[C@@H]1O | -1.0% | -1% | 10% | -4% |
| 9 | CCOC(=O)c1sc(NC(=O)c2ccco2)c(C#N)c1C | -1.0% | 1% | -5% | 17% |
| 10 | COc1ccc(CCNC(=O)C2CCN(S(=O)(=O)N3CCOCC3)CC2)cc1OC | 0.0% | -5% | -2%[46.1 µM] | -9%[38.3 µM] |
| 11 | O=c1c2ccccc2n2c(-c3cccc(F)c3)nnc2n1Cc1ccccc1 | -3.6%&0.0% | . | -2%[46.1 µM] | . |
| 12 | O=C(C(=O)N1CCc2ccccc2C1)c1cn(CC(=O)N2CCCC2)c2ccccc12 | -1.0% | 3% | 13% | 0% |

| item | HttQ103 aggreg | CBFb RUNX1 block | L3MBTL1 inh |
| --- | --- | --- | --- |
| 1 | 12% | -4% | -3% |
| 2 | 38%[9.22 µM] | . | ? |
| 3 | 9% | ? | -11% |
| 4 | -6% | 1% | 66%[activator] |
| 5 | 15%[9.22 µM] | 2% | 2% |
| 6 | -19% | 5% | 1% |
| 7 | -6%[9.22 µM] | 3% | 6% |
| 8 | -11% | ? | -4% |
| 9 | -1% | 9% | 3% |
| 10 | 16% | 10% | 1% |
| 11 | ? | -2% | -1% |
| 12 | -5% | -1% | 4% |

Retrieved by structure from the list above:
| item | smiles | Epigenetic reg | Luc counter | NPSR antag | IMPase Li inh |
| --- | --- | --- | --- | --- | --- |
| 1 | C=CCn1c(SCc2nc(N)nc(N(C)C)n2)nnc1-c1cccnc1 | -1.9% | -6% | -1%[46.1 µM] | -1%[38.3 µM] |
| 8 | NC[C@H]1O[C@H](O[C@H]2[C@H](O)[C@@H](O[C@H]3O[C@H](CO)[C@@H](O)[C@H](N)[C@H]3O)[C@H](N)C[C@@H]2N)[C@H](N)C[C@@H]1O | -1.0% | -1% | 10% | -4% |
| 7 | CC(=O)NC1=NN(C(C)=O)C(C)(c2ccccn2)S1 (stereo unspecified) | ? | 3% | 2% | 3% |
| 6 | Cc1ccc(C)c(-n2nnnc2SCC(=O)c2ccc3c(c2)NC(=O)CO3)c1 | 3.6% | 2% | -27%[46.1 µM] | ? |
| 9 | CCOC(=O)c1sc(NC(=O)c2ccco2)c(C#N)c1C | -1.0% | 1% | -5% | 17% |
| 5 | OCCC1CN(Cc2cc(F)ccc2-n2cccn2)CCN1C1CCCC1 (stereo unspecified) | -1.1% | . | 13% | . |

| item | HttQ103 aggreg | CBFb RUNX1 block | L3MBTL1 inh |
| --- | --- | --- | --- |
| 1 | 12% | -4% | -3% |
| 8 | -11% | ? | -4% |
| 7 | -6%[9.22 µM] | 3% | 6% |
| 6 | -19% | 5% | 1% |
| 9 | -1% | 9% | 3% |
| 5 | 15%[9.22 µM] | 2% | 2% |

Following part:
| item | smiles | Epigenetic reg | Luc counter | NPSR antag | IMPase Li inh |
| --- | --- | --- | --- | --- | --- |
| 13 | N#C/C(=C(/O)C(Cl)(Cl)Cl)c1nc2ccccc2[nH]1 | 0.1% | . | -28% | . |
| 14 | Cc1cccc(CS(=O)(=O)Cc2ccc(C(=O)NCCN3CCCCC3C)o2)c1 (stereo unspecified) | 0.0% | 1% | -2%[46.1 µM] | 24%[38.3 µM] |
| 15 | COc1cc2c(cc1OC)CN(C(=O)c1ccco1)CC2 | -1.1% | 6% | 7% | 8% |
| 16 | CCOc1ccc(CNC(=O)CCc2cn(C)c3ccccc23)cc1OC | -1.4% | 1% | -12% | 3% |
| 17 | Cc1cc(C)n(S(=O)(=O)/C=C/c2ccccc2)n1 | -2.5% | -4% | -18%[46.1 µM] | 14%[38.3 µM] |
| 18 | Cn1c(N)c(C(=O)COC(=O)CC2CC3CCC2C3)c(=O)n(C)c1=O (stereo unspecified) | -4.0% | 3% | -3% | 4% |
| 19 | COc1cccc(CNC(=O)C2CCN(S(=O)(=O)c3cccs3)CC2)c1 | -2.0% | -4% | 0%[46.1 µM] | 18%[38.3 µM] |
| 20 | CN(C)c1ccc(NC(=O)Cn2c(=O)n(Cc3ccccc3)c(=O)c3ccccc32)cc1 | 1.0% | -3% | -29%[46.1 µM] | 7%[38.3 µM] |
| 21 | OCC1(Cc2ccccc2)CCN(C2CCN(c3ccc(F)c(F)c3)CC2)CC1 | -1.1% | -2% | 20% | 7% |
| 22 | CC(C)OC(=O)C(C)Nc1n[nH]c(=S)[nH]c1=O (stereo unspecified) | 1.1% | -5% | -57% | ? |
| 23 | Cc1sc(NC(=O)C(C)C)c(C(=O)Nc2ccccc2)c1C | 0.3% | -3% | -15%[46.1 µM] | -3%[38.3 µM] |
| 24 | COc1ccc(OC)c(/C=N\NC(=O)c2ccc(=O)n(C)c2)c1 | 0.0% | 1% | -4% | 0% |

| item | HttQ103 aggreg | CBFb RUNX1 block | L3MBTL1 inh |
| --- | --- | --- | --- |
| 13 | -16%[9.22 µM] | 0% | 8% |
| 14 | -1% | 1% | . |
| 15 | -28% | -6% | 12% |
| 16 | -1% | 5% | -3% |
| 17 | . | 13% | 5% |
| 18 | -7% | -7% | . |
| 19 | 1% | 11% | . |
| 20 | 28% | -11% | -11% |
| 21 | 4%[9.22 µM] | -6% | -2% |
| 22 | . | 2% | 0% |
| 23 | 13% | 7% | -4% |
| 24 | 10% | -1% | 7% |

(cont.)
| item | smiles | Epigenetic reg | Luc counter | NPSR antag | IMPase Li inh |
| --- | --- | --- | --- | --- | --- |
| 25 | COc1ccc(/C=N/N=C(\N)c2nonc2N)cc1 | 1.5% | 10µM* | 3% | -4% |
| 26 | C=CCNC(=S)N1CCN(CCN=CC2=C(O)CC(c3cccs3)CC2=O)CC1 (stereo unspecified) | -2.9% | 0% | -22%[46.1 µM] | 9%[38.3 µM] |
| 27 | O=C(CSc1ccc2nnc(-c3ccncc3)n2n1)NCc1ccco1 | 1.0% | 2% | 2%[46.1 µM] | 6%[38.3 µM] |
| 28 | Cc1ccc(-n2c(C)cc3c2CC(C)(C)CC3=O)cc1C | 0.0% | -2% | -18%[46.1 µM] | -5%[38.3 µM] |
| 29 | Cc1cc(C)c(C(=O)CSc2nnc(N)s2)c(C)c1 | 1.3% | -1% | 15% | -3% |
| 30 | Cc1nn(Cc2c(Cl)cccc2Cl)c(C)c1NC(=O)c1cnn2c(C(F)F)cc(-c3ccccc3)nc12 | -1.1% | 3% | -14%[46.1 µM] | 9%[38.3 µM] |
| 31 | COC(=O)CSc1nc(SCc2ccc(C)cc2)nc2c1CCCC2 | -4.6% | 1% | -24%[46.1 µM] | 17% |
| 32 | COc1ccc(/C=N/NC(=O)c2cccc(NC(=O)c3ccc(Cl)cc3)c2)c(OC)c1 | 0.3% | 0% | -9% | 12% |
| 33 | CCc1c2c(nc3ccccc13)OC(C)C2 (stereo unspecified) | -1.7% | -1% | . | -20% |
| 34 | Cc1cc(C)nc(NS(=O)(=O)c2ccc(NC(=O)c3ccc(S(=O)(=O)N4CC(C)OC(C)C4)cc3)cc2)n1 (stereo unspecified) | 0.0% | 0% | -26%[46.1 µM] | 7% |
| 35 | Cc1ccc(NCCC(=O)c2cccs2)cc1C | 2.3% | -2% | -18% | 10% |
| 36 | CC(=O)N1CCN(C(=O)c2ccc(Oc3ccccc3)cc2)CC1 | 0.0% | -2% | 10% | 0% |

| item | HttQ103 aggreg | CBFb RUNX1 block | L3MBTL1 inh |
| --- | --- | --- | --- |
| 25 | -4% | 4% | . |
| 26 | 5% | 2% | . |
| 27 | -8% | -1% | . |
| 28 | 5% | -23% | . |
| 29 | 1% | 2% | . |
| 30 | ? | -1% | -1% |
| 31 | 4% | ? | 51%[activator] |
| 32 | 12% | -14% | -8% |
| 33 | . | 6% | . |
| 34 | -1% | -2% | 23% |
| 35 | 4% | -13% | -4% |
| 36 | -19% | 1% | . |

Continued:
| item | smiles | Epigenetic reg | Luc counter | NPSR antag | IMPase Li inh |
| --- | --- | --- | --- | --- | --- |
| 37 | CCN(CC)c1ccc(/C=N/NC(=S)NC)c(O)c1 | 1.1% | . | -18% | 12% |
| 38 | Cc1ccc(C(=O)N/C(=C\c2cccnc2)c2nc3ccccc3[nH]2)cc1 | 0.0% | 0% | 0%[46.1 µM] | 0% |
| 39 | CC(NS(C)(=O)=O)C(c1cccs1)N1CCN(C)CC1 (stereo unspecified) | -0.9% | 1% | 8%[46.1 µM] | -1% |
| 40 | CCOC(=O)c1cnc(SCC(=O)Nc2ccccc2C(=O)OC)nc1N | 0.0% | -2% | -17%[46.1 µM] | 27% |
| 41 | CCCCCC(=O)Nc1cccc(C2=NOC3(C2)C[C@H](C(N)=O)N(C(=O)COc2ccc(Cl)cc2)C3)c1 (stereo partly specified) | 3.8% | . | -13% | . |
| 42 | CCOC(=O)C1(Cc2cccc(F)c2)CCN(Cc2ccon2)CC1 | -1.2% | . | 6% | 7% |
| 43 | CC1(C)CC(=O)C(/C=N/c2ccccn2)=C(O)C1 | -3.6% | -5% | -4%[46.1 µM] | . |

| item | HttQ103 aggreg | CBFb RUNX1 block | L3MBTL1 inh |
| --- | --- | --- | --- |
| 37 | -25% | ? | . |
| 38 | 3% | 6% | 17% |
| 39 | -12% | 7% | -5% |
| 40 | -8% | 14% | 0% |
| 41 | -31%[9.22 µM] | -23% | . |
| 42 | 6%[9.22 µM] | 7% | 1% |
| 43 | 22µM* | 5% | 9% |

Assay outcomes: PubChem BioAssay, National Center for Advancing Translational Sciences (NCATS)

Only part of the results is shown; count on the stated rates, not on these rows.
